ALOX12 inhib: qHTS Assay for Inhibitors of 12-hLO (12-human lipoxygenase); Potency, µM (series often up to 57.1 µM), for the others: at the highest dose activity change, negative = inhibition, actives largely listed as inhibitors; AID 1452, 2008; Polyunsaturated fatty acid lipoxygenase ALOX12 (Homo sapiens), P18054; actives 0.12% (n = 150,000); purified 12-hLO, xylenol orange hydroperoxide absorbance; also: potency is read from the fitted curve at half-maximal effect; nearly all actives have a fitted effect of over 55% in size; many of its hits are not listed in these tables
Target sequence (P18054 whole entry, looked up): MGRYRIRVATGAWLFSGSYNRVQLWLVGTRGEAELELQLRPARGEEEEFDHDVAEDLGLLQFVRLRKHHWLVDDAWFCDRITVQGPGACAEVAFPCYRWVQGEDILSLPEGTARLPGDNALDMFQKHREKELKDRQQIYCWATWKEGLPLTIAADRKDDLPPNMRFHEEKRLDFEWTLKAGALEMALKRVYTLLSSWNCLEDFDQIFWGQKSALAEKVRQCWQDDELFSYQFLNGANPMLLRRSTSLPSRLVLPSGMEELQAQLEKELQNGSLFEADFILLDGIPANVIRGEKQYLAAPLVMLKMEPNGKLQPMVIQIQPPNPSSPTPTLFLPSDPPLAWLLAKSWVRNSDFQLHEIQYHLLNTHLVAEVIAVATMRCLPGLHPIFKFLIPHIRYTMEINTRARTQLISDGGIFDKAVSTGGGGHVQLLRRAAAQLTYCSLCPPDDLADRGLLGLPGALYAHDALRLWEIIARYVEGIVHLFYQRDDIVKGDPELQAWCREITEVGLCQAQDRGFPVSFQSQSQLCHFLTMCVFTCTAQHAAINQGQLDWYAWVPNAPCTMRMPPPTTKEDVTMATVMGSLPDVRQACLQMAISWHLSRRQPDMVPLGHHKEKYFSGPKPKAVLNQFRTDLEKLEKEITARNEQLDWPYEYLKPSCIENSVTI
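150 nM 12hLO, 25 mM Hepes pH 7.0 + 0.01% Triton X-100; cpd preinc 15 min RT; 40 uM arachidonic acid, 30 min RT; Fe-XO 30 min; A573/A405 ratio as read-out.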
PNC inhibitor: High Content Assay for Compounds that inhibit the Assembly of the Perinucleolar Compartment. actives 3.1% (n = 140,000). activity change (PNC), negative = inhibition, % at 10 µM. PC3M PTB-GFP, PNC prevalence imaging, 16 h; active compounds read low;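 active = readout at or below -70, meaning at least 70% loss of cells showing the perinucleolar compartment, a nuclear body marking cancer cells; inconclusive = readout between -30 and a set limit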;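 also: plate controls were DMSO wells for no effect and camptothecin positive control wells for full effect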
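PC3M cells stably expressing PTB-GFP, 750–1000 cells/well, treated 16 h at 37 °C with compound (23 nl of library stock), in duplicate. After paraformaldehyde fixation and Hoechst stain, imaged at 20x; PNC prevalence scored by image analysis.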
ALOX15B inhib: qHTS Assay for Inhibitors of 15-hLO-2 (15-human lipoxygenase 2); Polyunsaturated fatty acid lipoxygenase ALOX15B (Homo sapiens), O15296; purified 15hLO-2, xylenol orange hydroperoxide absorbance; Potency, µM (titrated, usually from 57.1 µM), inactives show at the highest dose activity change, negative = inhibition, most hits filed as inhibitors; actives 0.56% (n = 110,000); AID 881, 2007; also: potency is read from the fitted curve at half-maximal effect; nearly all actives have a fitted effect of over 60% in size; many of its hits are not listed in these tables
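Read-out: hydroperoxide product oxidises ferrous iron, measured as xylenol orange complex via the 573-to-405 nm absorbance ratio after 30 min. Reaction: 50 nM enzyme, 15 min compound preincubation, 45 uM arachidonic acid, 90 min RT, Hepes pH 7.5 with Triton X-100.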
IMPase cell inh: qHTS Assay for Identifying the Cell-Membrane Permeable IMPase Inhibitors; Inositol monophosphatase 1 (Rattus norvegicus), P97697; CHO-M1 cells, IP1 accumulation, HTRF TR-FRET ratio; inhibition (IP1 accumulation), % at 46.1 µM; 120,000 tested, under 10 active; AID 901, 2007; active = well fitted curve in the direction sought with a large enough effect in the signal ratio, not every such curve was filed as active; inconclusive = small, poorly fitted or top-dose-only effect, or a change in a side signal; inactive = no such curve, though single readings can be large or run the other way; the % refers to the signal ratio;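 also: cells stimulated with carbachol in lithium chloride buffer; plate controls were DMSO basal wells for no effect and reference inhibitor wells for full effect; higher means more IMPase inhibition seen as more IP1 and lower FRET ratio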
Target sequence (P97697 whole entry, looked up): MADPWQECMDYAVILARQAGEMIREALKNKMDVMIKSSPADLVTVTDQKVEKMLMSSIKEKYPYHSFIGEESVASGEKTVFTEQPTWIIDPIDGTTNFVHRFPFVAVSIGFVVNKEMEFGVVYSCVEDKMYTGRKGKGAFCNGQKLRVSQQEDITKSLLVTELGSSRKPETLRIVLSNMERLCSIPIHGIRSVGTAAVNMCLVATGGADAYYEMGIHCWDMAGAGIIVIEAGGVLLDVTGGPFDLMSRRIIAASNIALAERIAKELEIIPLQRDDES
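Seeded CHO-M1 cells were dosed with compound at up to 46 uM, stimulated with carbachol for 30 min, then lysed in IP-One detection reagents. Higher IP1 lowers the TR-FRET signal.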
An asterisk follows results filed as active; ? = inconclusive; · = no result given; [ ] = dose if it differs, or a comment. Unless noted, calls follow the shape of the dose curve; as a rule, active = well fitted curve in the direction sought with a large enough effect; inconclusive = small, poorly fitted or top-dose-only effect, or another doubt; inactive = no such curve, though single readings can be large; an effect the other way counts as inactive or inconclusive. Unless noted, % is scaled to controls: 0 for no effect and ±100 for the full control effect.

no.	SMILES	ALOX12 inhib	PNC inhibitor	ALOX15B inhib	IMPase cell inh
1	COC(C)(C)[C@]12CC(O)(C(C)C)ON1[C@H]1CCCCC1N2O (stereo not given in full)	-5%	?	-7%	3
2	Cc1ccc(CN2C(=O)c3ccccc3C2C(=O)NCC2CCCO2)cc1 (stereo not given)	5%	6	-6%	-12
3	O=C1CC(c2ccccc2)n2ncnc2N1 (stereo not given)	3%	36	2%	4
4	O=C(CSc1nnc(-c2ccc(OC(F)F)cc2)o1)NC(=O)NCc1ccco1	-8%	-3	-2%	0
5	CCOC(=O)c1sc(NC(=O)Nc2ccc(Cl)cc2)cc1C	-1%	30	-2%	2
6	CC(C)(C)C(=O)Nc1ccccc1N1CCN(C(=O)c2ccc(Cl)cc2)CC1	-14%	-2	-10%	5
7	Cc1ccc(CSc2nnc(SCC(=O)N/N=C/C=C/c3ccccc3[N+](=O)[O-])s2)cc1	-5%	-29	·	·
8	Cc1ccc(CNC(=O)Nc2ccccc2)cc1	-3%	34	5%	1
9	Cc1ccc(-c2nnc(Nc3ccc4c(c3)OCO4)c3ccccc23)cc1S(=O)(=O)NCCO	-4%	-17	·	·
10	CC(=O)N[C@H](c1ccccc1)[C@@]1(C)C[C@@H]1[C@@H](C)C(=O)Nc1ccc2ccccc2c1	-1%	·	-6%	·
11	CCOc1ccc2c(C)c(C(=O)O)oc2c1OCC	-2%	-14	-4%	-9
12	CC(C)[C@H](Nc1nc(-c2ccccc2)nc2c1oc1ccccc12)C(=O)O	1%	8	-4%	0
13	O=C(/C=C/c1ccc(Cl)c([N+](=O)[O-])c1)Nc1cccc(NC(=O)c2ccco2)c1	2%	-6	·	·
14	CCc1ccc(S(=O)(=O)NCc2csc(-c3cccnc3)n2)s1	-2%	34	·	-4
15	CCOC(=O)CNC(=O)C(CC(C)C)NC(=O)C1CCCCC1 (stereo not given)	7%	-14	3%	3
16	COc1ccc(-c2cc(=O)c3cc(OC)ccc3[nH]2)cc1	3%	47	·	·
17	Cc1cc2nc(-c3ccc(SCC(=O)N4CCc5ccccc54)nc3)[nH]c2cc1C	10%	39	26%	11
18	O=C(Cc1cccc2ccccc12)OCn1nnc2ccccc2c1=O	-4%	-2	-3%	7
19	COc1ccc(-c2nnc(SC3CCOC3=O)n2C2CCCCC2)cc1OC (stereo not given)	-2%	-15	6%	-2
20	CC1(C)CC(=O)C(C=NCCN2CCN(C(=O)c3ccc(F)cc3)CC2)=C(O)C1	-2%	?	·	5
21	COc1ccc(NC(=O)C2CCCN2C(=O)NCc2ccccc2)c(OC)c1 (stereo not given)	2%	?	-4%	7
22	COC(=O)c1cc(NC(=O)CSc2nnc(CN3CCOCC3)n2C)ccc1Cl	-6%	?	-12%	?
23	CC(C)Sc1nc2c(c(=O)[nH]1)C(c1cccs1)C1=C(CC(C)(C)CC1=O)N2 (stereo not given)	-2%	9	-6%	6
24	Fc1ccc2nc(Nc3nc4c(s3)CCCC4)sc2c1	-14%	1	49%[activator]	2
25	CCn1c(-c2ccccc2O)n[nH]c1=S	3%	-115*	0%	-7
26	COc1ccc(S(=O)(=O)NC(CC(=O)NCCc2ccc(OC)c(OC)c2)c2ccco2)cc1 (stereo not given)	-4%	?	-2%	-3
27	CCOC(=O)c1ccc(NC(=O)CSc2nc(SC)ns2)cc1	-6%	58	-4%	18
28	O=C(O)/C=C\C=C/c1ccc2c(c1)OCO2	-3%[11.4 µM]	·	-1%[11.4 µM]	·
29	COc1ccc(Br)cc1C(=O)Nc1cccc(C)c1	0%	-2	5%	1
30	CC(=O)N1CN(Cc2ccccn2)Cc2c1sc1c2CCCC1	-4%	22	25%	-6
31	Cc1ccc(S(=O)(=O)N(CCC#N)C2CCCCC2)c2nsnc12	-3%	93	·	·
32	CNC(=S)N1CCN(C(=O)c2ccco2)CC1	-2%	5	·	8
33	CN=C1c2c(-c3ccccc3)c3cc(OC)ccc3n2CCN1C	3%	9	16%	-10
34	COc1cccc(NC(=O)c2ccc(Cn3cc([N+](=O)[O-])cn3)o2)c1	0%	31	·	·
35	O=C(NCc1ccco1)C(=O)NCC1OCCCN1S(=O)(=O)c1ccccc1 (stereo not given)	0%	-4	·	·
36	CN(C)S(=O)(=O)c1ccc2nc(NC(=O)c3cccs3)sc2c1	0%	27	-1%	-4
37	COc1ccc2nc(NC(=O)c3cccc(S(=O)(=O)N4CCOCC4)c3)sc2c1	-2%	13	35%[activator]	1
38	CSc1ccc(OC2CCCCC2NS(=O)(=O)c2ccccc2)cc1 (stereo not given)	-2%	-14	·	·
39	COc1ccc(-n2c(C)cc(/C=C3/SC(=O)N(CC(=O)N4CCOCC4)C3=O)c2C)cc1	0%	?	·	·
40	CCOc1ccc(NC(=O)CCN2CCCCC2)cc1	2%	-21	0%	8
41	CCOC(=O)N1CCN(S(=O)(=O)c2ccc(C(=O)Nc3nnc(C4CC4)o3)cc2)CC1	0%	-16	·	·
42	CC12CN3CCN(CC(C3)C1(O)CN1CCCCC1)C2 (stereo not given)	-2%	36	0%	?
43	CN(C)Cc1ccccc1-c1nccc(NC2CC2)n1	2%	·	6%	·
44	O=C(Nc1cccc2ccccc12)c1cnccn1	-5%	4	-4%	11
45	CCOC(=O)C1(C)/C(=N/Nc2ccccc2)C(=O)C(=O)N1c1ccccc1 (stereo not given)	-29%	-8	?	1
46	CCCCn1c(SCC(=O)Nc2ccc(OC)cc2)nc2ccc(N3CCOCC3)cc2c1=O	-9%	?	-10%	7
47	CC(C)Nc1cc(C(F)(F)F)nc(-c2ccccn2)n1	3%	4	5%	-3
48	C=C(C)C1CCC(C)=C1COC(=O)Nc1ccccc1 (stereo not given)	-5%	-3	8%	10
49	O=C(NNC(=S)NC(=O)c1cccnc1)c1ccccc1	-5%	27	6%	-1
50	CCOC(=O)C1CCN(CC(=O)Nc2cc(C)nn2-c2nc3ccccc3s2)CC1	-3%	6	9%	?

Shown field by field: two of the compounds above
31) Cc1ccc(S(=O)(=O)N(CCC#N)C2CCCCC2)c2nsnc12
  ALOX12 inhib: -3%	PNC inhibitor: 93	ALOX15B inhib: ·	IMPase cell inh: ·

32) CNC(=S)N1CCN(C(=O)c2ccco2)CC1
  ALOX12 inhib: -2%	PNC inhibitor: 5	ALOX15B inhib: ·	IMPase cell inh: 8

The listing continues.
no.	SMILES	ALOX12 inhib	PNC inhibitor	ALOX15B inhib	IMPase cell inh
51	COc1ccc(/C=C/C(=O)c2ccncc2)c2ccccc12	-3%	47	·	8
52	Cc1c(CCO)c(=O)n(-c2ccccc2)n1S(=O)(=O)c1ccc(F)cc1	9%	?	-10%	7
53	COCCNC(=O)CN(C(=O)CCC(=O)Nc1cc(C)on1)c1cccc(C)c1C	-4%	?	1%	4
54	CCOC(=O)C1=CC(OC(CC)CC)C(NC(C)=O)C(N)C1 (stereo not given)	-3%	·	-7%	·
55	O=C(NCCN1CCOCC1)c1cc2ccccc2[nH]1	-1%	-26	·	·
56	Cc1ccc(Cl)cc1N1CCN(C(=O)CCS(=O)(=O)c2cccc3nonc23)CC1	-4%	?	·	-1
57	COc1cc2nc(NC(=O)c3ccc(Cl)cc3)[nH]c(=O)c2cc1OC	4%	24	-19%	-1
58	CCOc1ccc(Br)cc1CSC(=N)N	3%	?	·	·
59	CCCCC(OC(=O)c1cc2occc2n1C)C(=O)NCC1CCCO1 (stereo not given)	-17%	11	-11%	-3
60	O=C(N/N=C/c1cn(CCOc2ccccc2)c2ccccc12)c1ccncc1	-1%	-8	·	·
61	Cc1cc(C)cc(N(C(=O)c2cc3ccccc3oc2=O)C2C=CS(=O)(=O)C2)c1 (stereo not given)	-2%	?	·	-3
62	O=C(CN1CCOCC1)Nc1ccccc1Sc1ccc(Cl)cc1	1%	-18	·	·
63	COC(=O)c1c(NC(=O)C2C3C=CC(CC3)C2C(=O)O)sc(C)c1C (stereo not given)	0%	-25	·	·
64	O=C(CSc1nc(C2CCCCC2)n(-c2ccccc2)n1)NCC(F)(F)F	0%	83	·	-5
65	O=C(Nc1ccc(Cl)c(Cl)c1)N1CCC(N2CCCCC2)CC1	0%	66	?	13
66	CCOC(=O)c1cnc(SCC(=O)NCc2ccco2)nc1N	-1%	-17	7%	0
67	CC(C)NC(=O)CC1Nc2c3ccccc3nc(=S)n2C1=O (stereo not given)	6%	69	3%	-5
68	Cc1cc(C)cc(N2CCCn3c2nc2c3c(=O)n(CCN3CCOCC3)c(=O)n2C)c1	-3%	8	0%	-1
69	O=C(NC(=Nc1ccccc1)N1CCOCC1)Nc1ccccc1	1%	?	-3%	-2
70	CN1CCN(C(=S)Nc2ccccc2Cl)CC1	-7%	?	2%	-5
71	COc1ccc2c(c1)S/C(=C\C(=O)c1ccncc1)N2C	?	-12	?	12
72	CCOc1ccccc1N1CCN(C(=O)c2c(-c3ccccc3Cl)noc2C)CC1	0%	-8	·	·
73	O=C1c2ccccc2C(=O)N1CCCc1nc(-c2ccncc2)no1	-4%	?	-9%	?
74	CCOc1ccccc1NC(=O)/C=C/C(N)=O	11%	-28	-10%	-2
75	COc1ccc(-n2c(-c3ccco3)n[nH]c2=S)cc1	-9%	7	-7%	-25
76	CC(/C=N/NC(=O)Cn1nccc1C)=C\c1ccc(C(C)C)cc1	-6%	64	·	·
77	Cc1ccc(C)c2[nH]c(=O)c(CCNC(=O)c3cc4ccccc4o3)cc12	-8%	?	1%	-4

Rewritten with two lines to a compound: part of the list above
Order of values – ALOX12 inhib	PNC inhibitor	ALOX15B inhib	IMPase cell inh
(57) COc1cc2nc(NC(=O)c3ccc(Cl)cc3)[nH]c(=O)c2cc1OC
 : 4%	24	-19%	-1
(58) CCOc1ccc(Br)cc1CSC(=N)N
 : 3%	?	·	·
(59) CCCCC(OC(=O)c1cc2occc2n1C)C(=O)NCC1CCCO1 (stereo not given)
 : -17%	11	-11%	-3
(60) O=C(N/N=C/c1cn(CCOc2ccccc2)c2ccccc12)c1ccncc1
 : -1%	-8	·	·
(61) Cc1cc(C)cc(N(C(=O)c2cc3ccccc3oc2=O)C2C=CS(=O)(=O)C2)c1 (stereo not given)
 : -2%	?	·	-3
(62) O=C(CN1CCOCC1)Nc1ccccc1Sc1ccc(Cl)cc1
 : 1%	-18	·	·
(63) COC(=O)c1c(NC(=O)C2C3C=CC(CC3)C2C(=O)O)sc(C)c1C (stereo not given)
 : 0%	-25	·	·
(64) O=C(CSc1nc(C2CCCCC2)n(-c2ccccc2)n1)NCC(F)(F)F
 : 0%	83	·	-5
(65) O=C(Nc1ccc(Cl)c(Cl)c1)N1CCC(N2CCCCC2)CC1
 : 0%	66	?	13
(66) CCOC(=O)c1cnc(SCC(=O)NCc2ccco2)nc1N
 : -1%	-17	7%	0
(67) CC(C)NC(=O)CC1Nc2c3ccccc3nc(=S)n2C1=O (stereo not given)
 : 6%	69	3%	-5
(68) Cc1cc(C)cc(N2CCCn3c2nc2c3c(=O)n(CCN3CCOCC3)c(=O)n2C)c1
 : -3%	8	0%	-1
(69) O=C(NC(=Nc1ccccc1)N1CCOCC1)Nc1ccccc1
 : 1%	?	-3%	-2
(70) CN1CCN(C(=S)Nc2ccccc2Cl)CC1
 : -7%	?	2%	-5
(71) COc1ccc2c(c1)S/C(=C\C(=O)c1ccncc1)N2C
 : ?	-12	?	12
(72) CCOc1ccccc1N1CCN(C(=O)c2c(-c3ccccc3Cl)noc2C)CC1
 : 0%	-8	·	·
(73) O=C1c2ccccc2C(=O)N1CCCc1nc(-c2ccncc2)no1
 : -4%	?	-9%	?
(74) CCOc1ccccc1NC(=O)/C=C/C(N)=O
 : 11%	-28	-10%	-2

These rows are one share of the data. The share of hits here may be higher or lower than overall.
